aSyn 5UTR inh: MLPCN primary screen, SNCA 5' untranslated region | alpha-synuclein 5'UTR reporter, inhibitor activity | inhibition, % (tested at 7.5 µM) | 300,000 compounds, 0.82% hits; in the data active = inhibition above about 60%; inconclusive = no clear call, values can overlap the other calls;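 also: H4 neuroglioblastoma cells stably carrying SNCA 5'UTR luciferase fusion; 0% = DMSO wells and 100% = positive control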
TRPC4 block: inhibitors of mouse TRPC4 channel; Q9QUQ5; HEK293 TRPC4beta/mu-opioid, DAMGO-evoked Fluo4 calcium flux; stronger effect = lower value; B-score at 10 µM; 300,000 compounds, 0.39% hits; AID 2247;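 active = B-score over 3 SD under the library average, no early fluorescence shift, positive overall ratio signal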
Target sequence (Q9QUQ5 whole entry, looked up): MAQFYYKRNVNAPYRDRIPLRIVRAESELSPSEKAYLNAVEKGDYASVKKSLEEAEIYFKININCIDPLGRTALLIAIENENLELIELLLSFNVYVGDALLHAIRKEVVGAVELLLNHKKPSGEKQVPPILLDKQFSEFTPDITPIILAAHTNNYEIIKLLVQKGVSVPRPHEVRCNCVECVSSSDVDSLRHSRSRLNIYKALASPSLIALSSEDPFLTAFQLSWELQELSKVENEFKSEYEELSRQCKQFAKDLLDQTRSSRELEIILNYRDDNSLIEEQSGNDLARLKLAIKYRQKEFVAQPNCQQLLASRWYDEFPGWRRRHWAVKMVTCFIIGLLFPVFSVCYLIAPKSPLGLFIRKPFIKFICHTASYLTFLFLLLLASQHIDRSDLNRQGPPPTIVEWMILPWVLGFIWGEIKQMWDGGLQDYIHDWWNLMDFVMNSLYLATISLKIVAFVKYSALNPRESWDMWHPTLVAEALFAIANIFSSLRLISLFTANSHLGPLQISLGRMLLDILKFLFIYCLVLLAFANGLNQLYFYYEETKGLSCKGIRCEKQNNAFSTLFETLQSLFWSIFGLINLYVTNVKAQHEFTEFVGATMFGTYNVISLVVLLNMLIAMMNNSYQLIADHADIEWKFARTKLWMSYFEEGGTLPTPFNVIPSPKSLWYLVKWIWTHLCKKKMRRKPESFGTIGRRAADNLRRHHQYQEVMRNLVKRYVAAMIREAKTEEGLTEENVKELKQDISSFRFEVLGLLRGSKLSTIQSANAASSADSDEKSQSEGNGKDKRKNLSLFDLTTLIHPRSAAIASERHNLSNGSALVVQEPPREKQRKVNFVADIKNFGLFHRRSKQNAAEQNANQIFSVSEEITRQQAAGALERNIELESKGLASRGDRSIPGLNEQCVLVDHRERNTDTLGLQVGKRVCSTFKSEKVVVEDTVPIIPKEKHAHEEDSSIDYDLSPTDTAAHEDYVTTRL
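material = TRPC4beta/mu-opioid receptor HEK293 cell line | probe or stimulus = sequential submaximal and maximal DAMGO stimulation | compound dosing = one concentration per compound | measured by = Fluo4 Ca2+ flux fluorescence | evaluation = integrated fluorescence ratio relative to baseline, converted to per-well B score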
TRPC4 PAM: allosteric potentiators of mouse TRPC4 channel. Q9QUQ5. HEK293 TRPC4beta/mu-opioid, DAMGO EC20, Fluo-4 Ca2+ flux; stronger effect = higher value. B-score at 10 µM. 310,000 compounds, 0.42% hits. AID 2227;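 active = B-score of calcium response area above 5 SD of library B-scores, with initial fluorescence ratio within 5 SD of library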;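 also: B-score of integrated fluorescence ratio over time as area under calcium response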
TRPC6 inh: blocks the mouse TRPC6 cation channel; Q61143; HEK293-TRPC6, membrane potential dye, ACh-evoked depolarization; stronger effect = lower value; B-score at 10 µM; 310,000 compounds, 1.1% hits; AID 2553;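 active = B-score under library mean minus 3 SD, initial fluorescence not abnormally high, positive integrated signal ratio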;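 also: B-score derived from integrated fluorescence ratio over the kinetic read; more negative B-score means stronger inhibition of depolarization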
TRPC4 agonist: activators of mouse TRPC4 channel. HEK293 TRPC4beta/mu-opioid, Fluo4 calcium fluorescence; stronger effect = higher value. B-score at 10 µM. 310,000 compounds, 0.49% hits. AID 2237;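 active = B-score above 5 SD of library B-scores, and initial fluorescence ratio not above library mean plus 5 SD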;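 also: positive B-score marks a calcium rise read as TRPC4 activation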
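Assay system: HEK293 stable line with TRPC4beta plus mu-opioid receptor; schedule: 45 min room-temperature Fluo4 loading, 110 s read; technique: kinetic Fluo4 calcium fluorescence; evaluation: integrated baseline-normalised fluorescence ratio, converted to per-well B score; controls: buffer (low) and maximal DAMGO (high)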
SKKanGAS inh: blocks kanamycin growth of S. pyogenes SKKanGAS strain; BacTiter-Glo, 6 h; inhibition, % at 7.5 µM; 300,000 compounds, 1.3% hits; AID 1662;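 active = mean replicate score, as percent of positive control median, at least 50; inconclusive = mean below 50 but one replicate at or above 50; inactive = mean and every replicate below 50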;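 also: strain carries kanamycin resistance gene driven by streptokinase promoter and grows in 40 µg/ml kanamycin; loss of luminescence reflects streptokinase promoter inhibition or plain growth inhibition; 0% = median of DMSO wells and 100% = positive control at its reference dose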
KLF5 inh: kruppel-like factor 5 inhibition. inhibition, % at 5 µM. DLD-1 KLF5 promoter-luciferase reporter, luminescence. 290,000 compounds, 0.23% hits. AID 1700;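 active = inhibition above a per-plate limit of that plate's mean compound inhibition plus 3 SD, cut at about 60% in these data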;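 also: 0% = DMSO wells and 100% = LY294002 at 200 µM; higher means less KLF5 promoter-driven luciferase light; inactives centre near -14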
TRPC6 act: mouse TRPC6 channel activation; HEK293-TRPC6 membrane potential dye fluorescence; stronger effect = higher value; B-score at 10 µM; AID 2550; 310,000 compounds, 0.13% hits; Q61143;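 active = B-score of the integrated fluorescence ratio above library mean plus 3 SD, and starting fluorescence ratio within library mean plus 5 SD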;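 also: higher score means more depolarization so channel activation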
IEC-6 tox: kills IEC-6 intestinal cells in KLF5 counter-screen; IEC-6 cytotoxicity, luminescence viability; inhibition, % at 5 µM; AID 1825; 290,000 compounds, 0.78% hits; in the data active = inhibition above about 22%;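 also: 0% = plate median of test compound wells and 100% = cytotoxic reference compound wells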
HIF activator: HIF pathway transcriptional activation. U2OS HRE-luciferase reporter, luminescence; normalized: DMSO 0%, desferrioxamine 100%. 300,000 compounds, 0.32% hits. AID 1910. activation, % at 7.5 µM (by protocol);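 active = mean activation of at least 10% of the iron chelator positive control signal, with at least half of replicates also reaching 10%; inconclusive = mean and replicate majority disagree about reaching 10%; inactive = mean and most replicates under 10%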
MrgX1 antagonist: antagonists of human MrgX1 receptor; Q96LB2; MRGX1-HEK293 calcium flux, Fluo-4, BAM8-22 antagonism; stronger effect = lower value; B-score at 10 µM; 310,000 compounds, 1.3% hits;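 active = calcium-response B-score plate-corrected more than 3 library SD below zero, starting fluorescence within 5 deviations, no agonist response on first addition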;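 also: peak minus trough fluorescence over baseline after final BAM8-22 challenge near maximal dose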
* = called active by the depositor; i = inactive; ? = inconclusive; . = not tested or not shown.

nr	structure	aSyn 5UTR inh	TRPC4 block	TRPC4 PAM	TRPC6 inh	TRPC4 agonist	SKKanGAS inh
1	COc1cccc(C=Nc2ccc3c(c2)CCC3)c1O	-6.4	i	i	i	i	-0.7
2	CCOC(=O)N1CCC(NC(=O)CCS(=O)(=O)c2ccc3c(c2)CCN3C(C)=O)CC1	9.1	i	i	i	i	3.2
3	O=S(=O)(c1cnc(Cl)c(Br)c1)N1CCc2ccccc21	29.6	i	i	i	i	14.8
4	CC(CCc1ccccc1)NC(=O)CSc1cccc[n+]1[O-] (stereo not drawn)	26.0	i	i	i	i	-7.0
5	CCOC(=O)CSc1nc(NCc2ccco2)c2ccccc2n1	0.0	i	i	i	i	0.0
6	Cc1cc(C(=O)N2CCCc3ccccc32)no1	-6.1	i	i	i	i	-1.6
7	Cc1ccc(S(=O)(=O)Nc2nc(C)cc(N/N=C/c3ccc(O)cc3)n2)cc1	-0.9	i	i	i	i	-2.8
8	CCCCN(C(=O)Cn1nnc2ccccc21)C(C(=O)NCc1ccco1)c1ccncc1 (stereo not drawn)	-16.5	i	i	i	i	1.0
9	CN(C)c1ccc(CN2CCCCCC2)cc1	-10.6	i	i	i	i	-3.1
10	Oc1ccc(-c2nc3ncccn3c2Nc2ccc3c(c2)OCCO3)cc1	-8.5	i	i	i	i	-1.0
11	COCCn1c(=NC(=O)c2ccccc2[N+](=O)[O-])sc2cc(S(C)(=O)=O)ccc21	-150.6	i	i	i	i	-0.2
12	CCN(CC)C(=O)C1CCCN(Cc2ccc3c(c2)OCO3)C1 (stereo not drawn)	-22.8	i	i	i	i	-5.1
13	COc1cc2nc(=S)n3[nH]c(CCn4c(C)nc5ccccc54)nc3c2cc1OC	-11.0	i	i	i	i	8.4
14	CN(C)CCCC(=O)c1ccc2c(c1)OCO2	-9.7	i	i	i	i	2.2
15	FC(F)(F)c1cccc(-c2cc3ccccc3nc2N2CCCC2)c1	20.1	i	i	i	i	51.7*

nr	KLF5 inh	TRPC6 act	IEC-6 tox	HIF activator	MrgX1 antagonist
1	-9.1	i	0.2	6.6	i
2	6.8	i	3.3	0.6	i
3	-16.1	i	-4.7	0.7	i
4	-6.9	i	-3.8	-0.6	i
5	-18.8	i	-4.1	-0.4	i
6	10.0	i	4.2	0.2	i
7	3.4	i	1.2	-0.2	i
8	-34.3	i	-4.3	-0.2	i
9	-21.9	i	3.4	0.0	i
10	-13.6	i	-0.5	-0.2	i
11	-37.8	i	5.4	1.3	i
12	-19.1	i	0.9	0.0	i
13	-9.3	i	8.4	0.9	i
14	-8.8	i	0.5	-0.1	i
15	-9.7	i	-7.5	0.1	i

Next records:
nr	structure	aSyn 5UTR inh	TRPC4 block	TRPC4 PAM	TRPC6 inh	TRPC4 agonist	SKKanGAS inh
16	NC(=O)CC(NC(=O)Cc1cccc2ccccc12)c1ccc(NC2CC3CCC2C3)c([N+](=O)[O-])c1 (stereo not drawn)	23.9	i	i	i	i	28.2
17	COc1cccc(CN2CCN(Cc3ccccc3C(F)(F)F)CC2)c1	-1.2	i	i	i	i	14.1
18	O=C(NC(Cc1ccccc1)C(=O)N1CCCC(C(F)(F)F)C1)c1ccccc1 (stereo not drawn)	-5.6	i	i	i	i	14.9
19	O=C(CN1C(=O)NC2(CCCC2)C1=O)Nc1cccc(C(F)(F)F)c1	20.4	i	i	i	i	-0.8
20	CCCCn1c(N)c(N(CCC(C)C)C(=O)C2CC(=O)N(Cc3ccc(C)cc3)C2)c(=O)[nH]c1=O (stereo not drawn)	-9.3	i	i	i	i	-0.9
21	COc1cc(C(=O)O/N=C(\N)c2ccncc2)cc(OC)c1OC	-2.0	i	i	i	i	-0.7
22	S=C(Nc1ccccc1)Nc1ccc2cn[nH]c2c1	-74.8	i	i	i	i	-0.6
23	CCCCN(C)CCNC(=O)c1cc2c(-c3cccc(OC)c3)nn(C)c2s1	-55.7	i	25*	i	i	-0.4
24	CS(=O)(=O)c1cccc(C(=O)Nc2ccccc2Cc2ccccc2)c1	-22.9	i	i	i	i	-10.5
25	O=C(COC(=O)c1ccc(Br)o1)Nc1ccc(S(=O)(=O)N2CCCC2)cc1	-2.1	i	i	i	i	-8.6
26	CC1CCCN(C(=O)Cn2c(=O)oc3ccccc32)C1 (stereo not drawn)	-11.1	i	i	i	i	-7.0
27	COc1cccc(C2CC(c3ccccc3OC)n3ncnc3N2)c1 (stereo not drawn)	18.7	i	i	i	i	-5.9
28	Cc1cc(C)n(-c2cc(N3CCN(C(=O)c4ccc(C(C)(C)C)cc4)CC3)ccc2[N+](=O)[O-])n1	-5.0	i	i	i	i	16.0
29	O=C(COC(=O)c1ccc(O)cc1)Nc1ccccc1[N+](=O)[O-]	-4.2	i	i	i	i	-1.9
30	Cc1ccc2nsnc2c1NC(=O)c1cccc([N+](=O)[O-])c1	22.0	i	i	i	i	-12.1

nr	KLF5 inh	TRPC6 act	IEC-6 tox	HIF activator	MrgX1 antagonist
16	-7.3	i	1.4	-0.2	i
17	-16.8	i	1.2	-0.1	i
18	.	i	.	-0.2	i
19	-29.5	i	5.6	-0.8	i
20	.	i	.	-20.6	i
21	-10.8	i	-0.8	-0.3	i
22	-189.1	i	-11.9	2.2	i
23	-19.1	i	8.9	0.4	i
24	-12.9	i	2.9	-0.5	i
25	-34.2	i	-1.5	-0.8	i
26	19.1	i	5.8	0.3	i
27	5.4	i	3.4	0.2	i
28	-9.1	i	-4.7	-0.4	i
29	-6.9	i	3.4	-1.1	i
30	-19.7	i	-7.1	0.0	i

(further entries)
nr	structure	aSyn 5UTR inh	TRPC4 block	TRPC4 PAM	TRPC6 inh	TRPC4 agonist	SKKanGAS inh
31	O=C(COC(=O)Cc1c[nH]c2ccccc12)NCCc1ccccc1	9.1	i	i	i	i	-10.5
32	Cc1ccc(C(=O)O)cc1NC(=S)NC(=O)c1ccc(COc2ccccc2)cc1	-17.3	i	i	i	i	19.0
33	COc1ccc(C(=O)CCC(=O)N2CCN(c3ccc([N+](=O)[O-])cc3)CC2)cc1	0.6	i	i	i	i	-1.6
34	COc1ccc(CNC(=O)C(C)N(Cc2ccco2)C(=O)c2snc(C(N)=O)c2N)cc1 (stereo not drawn)	25.6	i	i	i	i	0.6
35	COc1cc(CNc2ccc(N3CCCC3)cc2)cc(Cl)c1OC	-14.8	i	i	i	i	7.5
36	CCc1cccc(C)c1NC(=O)C(c1ccc(O)cc1)N1CCC1=O (stereo not drawn)	-11.3	i	i	i	i	1.5
37	Cc1cc(C)n(-c2nnc(SCC(=O)NC3CCCC3)c3ccccc23)n1	-5.5	i	i	i	i	2.8
38	Cn1c(NCC2CCCO2)nc2c1c(=O)n(Cc1ccccc1)c(=O)n2C (stereo not drawn)	20.3	i	i	i	i	4.1
39	CC(C)NC(=O)c1cccc(C(F)(F)F)c1	-9.7	i	i	i	i	0.1
40	CCOc1ccc(NC(=O)Nc2ccc(Cc3ccncc3)cc2)cc1	3.9	i	i	i	i	-1.8
41	Cc1cccc(-n2c(O)c(C=Nc3ccccc3)c3ccccc3c2=O)n1	-11.6	i	i	i	i	-11.2
42	Cn1c(N2CCCCC2)nc2c1c(=O)[nH]c(=O)n2C	-3.2	i	i	i	i	-4.3
43	COC(=O)CCC(=O)NC1CC(C)(C)Cc2c1cnn2-c1ccc(F)cc1 (stereo not drawn)	-5.0	i	i	i	i	4.4
44	O=C(NCc1ccccn1)C1CCN(S(=O)(=O)c2ccccc2)CC1	4.2	i	i	i	i	2.6
45	COc1ccc(NC2=NCC(Cc3ccc(Br)cc3)S2)cc1 (stereo not drawn)	0.7	i	i	i	i	?

nr	KLF5 inh	TRPC6 act	IEC-6 tox	HIF activator	MrgX1 antagonist
31	.	i	.	-0.2	i
32	-3.2	i	3.7	0.1	i
33	-11.3	i	3.2	-0.6	i
34	-25.1	i	-6.0	0.1	i
35	-23.8	i	1.1	-1.6	-6.07*
36	-21.2	i	-3.5	-0.5	i
37	-35.5	i	-3.5	-0.4	i
38	10.3	i	-4.0	-0.5	i
39	-10.8	i	1.3	-8.8	i
40	11.1	i	0.8	-1.7	i
41	-20.9	i	-0.6	-0.1	i
42	-3.0	i	5.1	-0.4	i
43	-31.8	i	-3.0	-3.1	i
44	-1.4	i	-0.8	-0.4	i
45	-38.2	i	3.8	-0.3	i

3 structures already listed, sorted by SMILES length, smallest number first.
nr	structure	aSyn 5UTR inh	TRPC4 block	TRPC4 PAM	TRPC6 inh	TRPC4 agonist	SKKanGAS inh
42	Cn1c(N2CCCCC2)nc2c1c(=O)[nH]c(=O)n2C	-3.2	i	i	i	i	-4.3
41	Cc1cccc(-n2c(O)c(C=Nc3ccccc3)c3ccccc3c2=O)n1	-11.6	i	i	i	i	-11.2
37	Cc1cc(C)n(-c2nnc(SCC(=O)NC3CCCC3)c3ccccc23)n1	-5.5	i	i	i	i	2.8

nr	KLF5 inh	TRPC6 act	IEC-6 tox	HIF activator	MrgX1 antagonist
42	-3.0	i	5.1	-0.4	i
41	-20.9	i	-0.6	-0.1	i
37	-35.5	i	-3.5	-0.4	i

Continuation:
nr	structure	aSyn 5UTR inh	TRPC4 block	TRPC4 PAM	TRPC6 inh	TRPC4 agonist	SKKanGAS inh
46	CCCn1c(N)c(C(=O)CSc2nc(C)cs2)c(=O)n(C)c1=O	1.8	i	i	i	i	-17.8
47	CC(=O)Nc1ccc(NC(=O)C2CC(=O)N(c3ccccc3Cl)C2)cc1 (stereo not drawn)	-23.4	i	i	i	i	-3.0
48	O=C(C1CC2CCC1C2)N1CCN(Cc2ccc3c(c2)OCO3)CC1 (stereo not drawn)	7.0	i	i	i	i	-4.6
49	CCc1ccc(N(CC(=O)NCc2ccc3c(c2)OCO3)C(=O)c2csnn2)cc1	-9.7	i	i	i	i	-13.0
50	O=C(Nc1cccnc1)Nc1cccc(F)c1	-32.9	i	i	i	i	0.8
51	COc1ccc(CN2CCN(CC3CC3)CC2CCO)cc1C (stereo not drawn)	0.0	i	i	i	i	-6.0
52	Cc1c(C(=O)O)oc2ccc(S(=O)(=O)NCc3ccc(F)cc3)cc12	11.0	i	i	i	i	-2.5

nr	KLF5 inh	TRPC6 act	IEC-6 tox	HIF activator	MrgX1 antagonist
46	3.9	i	2.2	0.9	i
47	-23.5	i	2.2	0.2	i
48	-6.1	i	-1.9	-0.2	i
49	-4.1	i	-2.9	0.5	i
50	-16.3	i	6.2	2.0	i
51	-1.6	i	2.8	-0.5	i
52	-7.8	i	-1.7	0.3	i
